Pol iota inh = inhibitors of human DNA polymerase iota; Pol iota fluorescent replication assay, 10 min; AID 588590; Potency, µM (highest dose often 115 µM), inactives show at the highest dose activity, negative = inhibition, actives largely listed as inhibitors; actives 1% (n = 390,000); Q9UNA4
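Fluorescent replication assay read twice, at 0 min and 10 min after adding 50 nM (final) substrate. Enzyme (10 nM) and compounds were first incubated 15 min at room temperature; enzyme-free buffer wells were negative controls.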
BAZ2B inh = inhibitors of human BAZ2B bromodomain; Q9UIF8; Potency, µM (titrated, usually from 114 µM), without a hit: at the top dose activity change, negative = inhibition, usual class: inhibitors; actives 4.4% (n = 360,000); AlphaScreen BAZ2B-H3K14Ac peptide displacement; further: on the % scale 0 is the no-effect control and ±100 the full control effect; nearly all actives have a fitted effect of over 60% in size
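AlphaScreen displacement: compounds (up to 110uM) incubated 30 min at room temperature with a preformed 50 nM BAZ2B/50 nM biotinylated H3K14Ac peptide complex in PBS pH 7.4 with Tween-20. Donor and acceptor beads at 10 ug/mL final added, 20 min light-protected before reading.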
APEX1 inh = inhibitors of human APE1 endonuclease. Potency, µM (highest dose often 65.8 µM), for inactives: at the top dose activity change, negative = inhibition, actives largely listed as inhibitors. actives 0.35% (n = 350,000). P27695. AID 2517. recombinant APE1, TAMRA/BHQ-2 abasic DNA cleavage fluorescence;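 further: plate controls were vehicle for no effect and reference inhibitor for full effect; nearly all actives have a fitted effect of over 55% in size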
Target sequence (P27695 whole entry, looked up): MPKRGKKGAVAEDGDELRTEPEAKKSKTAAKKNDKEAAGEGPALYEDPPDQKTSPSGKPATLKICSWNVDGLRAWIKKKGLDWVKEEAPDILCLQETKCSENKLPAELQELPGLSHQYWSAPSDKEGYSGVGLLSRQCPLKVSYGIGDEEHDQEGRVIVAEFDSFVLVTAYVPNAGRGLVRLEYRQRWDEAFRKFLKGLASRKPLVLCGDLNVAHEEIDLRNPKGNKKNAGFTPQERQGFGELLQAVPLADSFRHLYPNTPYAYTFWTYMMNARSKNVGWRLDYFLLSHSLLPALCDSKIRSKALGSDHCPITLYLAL
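Compound pre-exposure to 0.75 nM APE1, 15 min at ambient temperature. Reaction initiated with 50 nM TAMRA/BHQ-2 THF substrate, read immediately in kinetic mode, 525 nm excitation, 598 nm emission.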
Pol beta inh = blocks human DNA polymerase beta activity | P06746 | Pol beta primer extension/strand displacement, fluorescence kinetic | Potency, µM (highest dose often 114 µM), inactives show at the highest dose activity change, negative = inhibition, actives largely listed as inhibitors | actives 1.3% (n = 340,000); further: on the % scale 0 is the no-effect control and ±100 the full control effect
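Human Pol beta at 10 nM; strand-displacement substrate 50 nM final. Compound exposure 15 min at room temperature before start, reaction 10 min at room temperature.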
Pol kappa inh = inhibitors of human DNA polymerase kappa | Q9UBT6 | AID 588579 | actives 0.53% (n = 400,000) | Potency, µM (highest dose often 107 µM), without a hit: at the top dose activity, negative = inhibition, hits mostly inhibitors | purified Pol kappa, fluorescent DNA synthesis assay, 10 min; further: on the % scale 0 is the no-effect control and ±100 the full control effect
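10 nM Pol kappa was preincubated with compounds for 15 min at room temperature. Reaction started with 50 nM (final) substrate. Fluorescence read kinetically at 0 and 10 min.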
G9a inh = inhibitors of human histone lysine methyltransferase G9a | G9a H3K9 monomethylation, AlphaScreen, 2 h | Potency, µM (doses to about 102 µM), inactives show at the highest dose activity, negative = inhibition, actives largely listed as inhibitors | actives 8.8% (n = 350,000); further: on the % scale 0 is the no-effect control and ±100 the full control effect; nearly all actives have a fitted effect of over 75% in size
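Enzyme 20 nM + cpd, 15 min RT; add b-H3K9 pep 500 nM / SAM 20 uM; 2 h RT; anti-H3K9me1 Ab 0.5 ug/mL + SA donor / anti-rabbit acceptor beads 20 ug/mL each, 10 min; AlphaScreen read.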
Pol eta inh = DNA polymerase eta (human) inhibition | Q9Y253 | recombinant Pol eta, fluorescent DNA replication assay | Potency, µM (titrated, usually from 114 µM), for the others: at the top dose activity change, negative = inhibition, usual class: inhibitors | actives 1.2% (n = 390,000) | AID 588591; further: on the % scale 0 is the no-effect control and ±100 the full control effect
Target sequence (Q9Y253 whole entry, looked up): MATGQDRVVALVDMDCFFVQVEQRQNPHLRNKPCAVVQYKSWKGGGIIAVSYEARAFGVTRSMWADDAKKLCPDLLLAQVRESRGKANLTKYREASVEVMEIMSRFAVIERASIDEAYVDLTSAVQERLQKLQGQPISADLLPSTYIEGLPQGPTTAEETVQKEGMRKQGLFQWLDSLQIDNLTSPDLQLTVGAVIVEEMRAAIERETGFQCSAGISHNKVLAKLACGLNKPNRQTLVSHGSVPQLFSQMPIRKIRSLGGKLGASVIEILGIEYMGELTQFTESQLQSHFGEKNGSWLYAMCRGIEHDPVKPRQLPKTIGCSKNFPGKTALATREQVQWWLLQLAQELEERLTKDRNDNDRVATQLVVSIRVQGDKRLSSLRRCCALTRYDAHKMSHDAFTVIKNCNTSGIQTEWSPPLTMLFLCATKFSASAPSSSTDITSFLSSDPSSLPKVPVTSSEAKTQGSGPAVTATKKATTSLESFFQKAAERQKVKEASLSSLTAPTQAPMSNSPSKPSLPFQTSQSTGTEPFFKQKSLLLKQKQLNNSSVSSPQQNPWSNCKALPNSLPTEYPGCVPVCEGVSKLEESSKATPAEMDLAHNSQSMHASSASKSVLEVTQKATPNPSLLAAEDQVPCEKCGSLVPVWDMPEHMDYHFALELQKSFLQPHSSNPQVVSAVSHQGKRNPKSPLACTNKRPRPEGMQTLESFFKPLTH
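Fluorescent replication assay: 50 nM final substrate added after a 15 min room-temperature compound preincubation with 10 nM enzyme. Signal taken at 0 min and again at 10 min.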
BLM helicase inh = Bloom syndrome helicase (human) inhibition. P54132. recombinant BLM DNA unwinding, fluorescence dequenching. Potency, µM (highest dose often 56.1 µM), for inactives: top-dose activity change, negative = inhibition, most hits filed as inhibitors. actives 0.2% (n = 350,000). AID 2528;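 further: plate controls were vehicle for no effect and no enzyme for full effect; nearly all actives have a fitted effect of over 35% in size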
JMJD2A Tudor inh = blocks the human JMJD2A Tudor domain; O75164; AlphaScreen JMJD2A-Tudor / H3K4me3 peptide binding; Potency, µM (top dose mostly 114 µM), inactives show at the highest dose activity change, negative = inhibition, usual class: inhibitors; actives 4.4% (n = 390,000); AID 504339; further: on the % scale 0 is the no-effect control and ±100 the full control effect; nearly all actives have a fitted effect of over 50% in size
* marks the source's active call; other numbers are inactive results; ? = inconclusive; . = not tested or not shown; & = joins results of further samples; [ ] = another dose, or the depositor's remark. The call rests on the fitted dose curve; in most records, active means well fitted curve in the direction sought with a large enough effect; inconclusive means small, poorly fitted or top-dose-only effect, or another doubt; inactive means no such curve, though single readings can be large; an effect the other way counts as inactive or inconclusive. Potency means the concentration at half of the fitted maximal effect.

SMILES	Pol iota inh	BAZ2B inh	APEX1 inh	Pol beta inh	Pol kappa inh	G9a inh	Pol eta inh	BLM helicase inh	JMJD2A Tudor inh
CCOC(=O)c1cnc2c(Cl)c(Cl)ccc2c1NCCN1CCOCC1	2%&-2%	1%&-2%	16%	32%&-27%	3%&-13%	-6%	-14%&2%	-2%&0%	-4%&-19%
CC(=O)c1ccc(N2CCN(c3ccc(C(F)(F)F)cn3)CC2)cc1	14%	-1%	3%	0%	-9%	0%[59 µM]	-2%	0%	-3%
CN(C)C(=O)OCC1COc2ccccc2O1 (stereo not given)	23%	0%	55%[activator]	0%	0%	-1%	-16%	-2%	1%
Cc1nnc(SCC(=O)NC23CC4CC(CC(C4)C2)C3)n(N)c1=O	18%	.	-2%	-20%	12%	19%	5%	-1%	-2%
COc1ccccc1-n1nc(-c2ccccc2)c2cnc3c(F)cc(F)cc3c21	16%	.	.	3%	-16%	3%[59 µM]	-14%	-5%	-18%
O=C(c1ccc(N2C(=O)C3CCCCC3C2=O)cc1)N1CCCCC1 (stereo not given)	28%	7%	2%	2%	-6%	?	-20%	1%	-9%
Cc1ccc(Cn2nc3c4cc(F)ccc4n(Cc4ccc(F)cc4)cc-3c2=O)cc1	1%	2%	24%	19%	-18%[60.1 µM]	20%	-1%	0%	-24%
COc1cc(S(=O)(=O)Nc2cccc(C)c2)ccc1NC(=O)c1cccnc1	26%	-11%	4%	-22%	-7%	-21%[59 µM]	-12%	4%	-16%
COc1cc(OC)cc(C(=O)NCC(=O)OCc2csc(-c3ccccc3)n2)c1	20%	4%	-2%	27%	-13%	?	-11%	-1%	?
CCCn1c(=O)c(C(=O)NNC(=O)c2cccc([N+](=O)[O-])c2)c(O)c2ccccc21	23%	3%	10%	-14%	1%	40%[activator]	-14%	-6%	-7%
CSc1nnc(-c2cnccn2)n1CCCN1CCCC1=O	1%	0%	-2%	10%	-2%	-29%	-8%	3%	-10%
Cc1nnc(-c2cnn(C)c2N)n1Cc1cccc(Cl)c1	27%	?	-1%	3%	0%	?	-10%	-2%	-18%
CCOC(=O)CSc1nc2ccccc2c(=O)n1Cc1ccco1	29%	5%	-5%	0%	-1%	4%[59 µM]	-1%	-5%	-30%
CC1CN(C(=O)c2ccc3c(c2)OCO3)CC(C)O1 (stereo not given)	-4%	7%	-4%	1%	-4%	-41%	-3%	-2%	-11%
CN(C)CC(O)COc1ccc(C(C)(C)c2ccc(OCC(O)CN(C)C)cc2)cc1 (stereo not given)	2%	-7%	15%	39%	-16%	-49%[0.0925 µM]	-1%	44%[activator]	-9%
Cn1c(=O)[nH]c2ccc([N+](=O)[O-])nc21	114%[activator]	4%	23%	29%	-2%	2%[59 µM]	-11%	5%	5%
O=C(O)C1CCN(C(=O)COc2ccc3c4c(c(=O)oc3c2)CCC4)CC1	8%	?	-4%	1%	1%	50µM*	?	-10%	4%
CC(=O)c1ccccc1NC(=O)CCCNC(=O)c1ccc(Cl)cc1	?	-3%	15%	11%	1%	5%	-5%	-2%	-19%
CCCNC(=O)NC(=O)COC(=O)c1oc2ccc(OCC)cc2c1C	-8%	5%	0%	1%	-6%	20%	-17%	-1%	18%
COc1cc(OC)c(-c2cc(C(=O)NCc3ccc(F)cc3)c3c(-c4ccccc4)[nH]nc3n2)cc1OC	-22%	-21%	.	7%	-17%[60.1 µM]	4%[59 µM]	-24%	-2%	-19%
c1ccc(N2CCN(c3nc4ccccc4n4cnnc34)CC2)cc1	15%	-21%	-5%	2%	3%	-10%	-22%	-1%	-28%
O=C1Oc2ccccc2C2(O)C3CCCCCC3C12 (stereo not given)	3%	0%	-3%	25%	-6%	37%[12.7 µM]	-7%	-2%	-2%
CCOc1ccccc1N1CCN(C(=O)c2cc[n+]([O-])cc2)CC1	10%	4%	-2%	-21%	1%	55%[activator][12.7 µM]	1%	-2%	-29%
Cc1ccc(CNC(=O)c2sccc2-n2cccc2)cc1	2%	?	-2%	-2%	-8%	?	-2%	-5%	-35%
COc1ccc(C(=O)Nc2cc(C)nc3ccccc23)cc1OC	9%	1%	-2%	11%	2%	0%[59 µM]	0%	5%	-17%

In a second layout: results already given.
> CN(C)CC(O)COc1ccc(C(C)(C)c2ccc(OCC(O)CN(C)C)cc2)cc1 (stereo not given)
  Pol iota inh: 2%	BAZ2B inh: -7%	APEX1 inh: 15%	Pol beta inh: 39%	Pol kappa inh: -16%	G9a inh: -49%[0.0925 µM]	Pol eta inh: -1%	BLM helicase inh: 44%[activator]	JMJD2A Tudor inh: -9%
> Cn1c(=O)[nH]c2ccc([N+](=O)[O-])nc21
  Pol iota inh: 114%[activator]	BAZ2B inh: 4%	APEX1 inh: 23%	Pol beta inh: 29%	Pol kappa inh: -2%	G9a inh: 2%[59 µM]	Pol eta inh: -11%	BLM helicase inh: 5%	JMJD2A Tudor inh: 5%

Other structures follow:
SMILES	Pol iota inh	BAZ2B inh	APEX1 inh	Pol beta inh	Pol kappa inh	G9a inh	Pol eta inh	BLM helicase inh	JMJD2A Tudor inh
CN(C)/C=C1\C(=O)NN=C1C(F)(F)F	43%[activator]	18%	-3%	0%	0%	?	2%	1%	-5%
Cc1cc([N+](=O)[O-])nn1CC(=O)NCc1ccco1	111%[activator]	-6%	-4%	86%	-8%	-5%[59 µM]	-13%	-1%	-8%
O=c1oc2cc(O)ccc2cc1-c1nc2c(s1)CCc1ccccc1-2	9%	32%[activator]	8%	24%	-22%	55%[activator][59 µM]	?	-17%	52%[activator]
COc1ccc(C(=O)Nc2ccc(-n3nncc3-c3ccccc3)cc2)cc1OC	1%	?	.	8%	-6%[60.1 µM]	-28%[59 µM]	-22%	-3%	-34%
CN1CCN(c2ccc(Cl)cc2NC(=O)c2cccc(S(=O)(=O)N(C)C)c2)CC1	12%	-33%	0%	-2%	-4%	?	-13%	-3%	-26%
CCc1ccc(C(=O)CC2(O)C(=O)N(CN3CCOCC3)c3ccccc32)cc1 (stereo not given)	24%	15%	17%	25%	-3%	-3%[2.33 µM]	-13%	-1%	-17%[11.4 µM]
CCc1ccc(NC(=O)CSc2nc3c(oc4ccccc43)c(=O)n2-c2cccc(C)c2)cc1	10%	6%	.	0%	4%	0%[59 µM]	-4%	-7%	-4%
Cc1cccc(OCC(=O)O/N=C(\N)c2ccccn2)c1C	12%	2%	12%	35%	-6%	16%[59 µM]	-16%	-6%	-11%
CCOc1ccc(NC(=O)CC2C(=O)N(c3ccccc3)C(=O)N2Cc2ccc3c(c2)OCO3)cc1 (stereo not given)	34%[activator]	-15%	.	3%	-18%	8%[59 µM]	-22%	-4%	-21%
Cc1ccc(S(=O)(=O)N(C)/C(=N/S(=O)(=O)c2ccccc2)c2ccccc2)cc1	0%	3%	-2%	-1%	-7%	?	-22%	-1%	-17%
COC(=O)C(C)NC(=O)c1cn(-c2ccccc2OC)c(=O)c2ccccc12 (stereo not given)	-3%	3%	4%	3%	4%	5%	5%	1%	-15%
CN(C)c1ccc(/C=C(\NC(=O)c2ccccc2)C(=O)NCCCN2CCOCC2)cc1	-2%	-11%	10%	80%	-5%	.	-15%	1%	-14%
O=C1Cc2cc(S(=O)(=O)N3CCCCC3)cc3c2N1CCC3	14%	-1%	.	0%	-3%[60.1 µM]	-1%[59 µM]	-8%	1%	-2%
COc1cc(NC(=O)c2ccc3c(c2)OCO3)ccc1NC(=O)c1cccs1	60%[activator]	-19%	0%	-26%	-12%	-3%	-13%	0%	0%
Cc1ccc(C(=O)CC(C(=O)O)n2cccn2)cc1 (stereo not given)	16%	7%	-2%	31%	-7%	50µM*	4%	0%	-13%
CCCC1S/C(=N/N=C/c2cccs2)NC1=O (stereo not given)	11%	-3%	13%	48%	-5%	16%[59 µM]	-20%	-2%	-28%[11.4 µM]
CCOC(=O)C1=CCN(Cc2ccccc2)CC1	42%[activator]	-1%	2%	20%	3%	.	-17%	-7%	-9%
COc1ccc(C2CC(c3ccccc3)=NN2S(=O)(=O)c2ccccc2)c(OC)c1 (stereo not given)	12%	-5%	3%	8%	-6%	-6%[59 µM]	-10%	-3%	-32%
O=S(=O)(/C=C/c1ccccc1)N1CCN(c2cccc(Cl)c2)CC1	8%	1%	0%	2%	-18%	15%[59 µM]	-3%	-10%	0%
C=CCOc1cc(C)nc(-c2ccccc2O)n1	9%	202%[activator]	4%	3%	-3%	251%[activator]	-10%	-4%	106%[activator]
Nc1nc(Nc2ccc(Cl)cc2)n[nH]1	-7%	-5%	3%	10%	2%	-48%	-11%	-5%	-24%
O=C(/C=C/c1ccco1)Nc1ccccc1N1CCCCC1	28%	?	4%	0%	2%	50µM*	-22%	-6%	-23%
CSc1nc(C)c(C(=O)Nc2ccccc2)c(-c2ccco2)c1C#N	-19%	0%	6%	3%	-12%	-8%[59 µM]	-11%	-8%	-6%
CCc1ccc(NC(=O)Cn2nc(C(F)(F)F)c3c2CCCC3)cc1	33%[activator]	1%	.	6%	-5%	4%[59 µM]	-19%	-3%	-5%
Cc1cccc(N2C(=O)C(O)=C(C(=O)c3cccs3)C2c2cccc(Oc3ccccc3)c2)n1 (stereo not given)	-23%	?	-9%	?	-2%	50µM*	-26%	-13%	-33%
Following part
SMILES	Pol iota inh	BAZ2B inh	APEX1 inh	Pol beta inh	Pol kappa inh	G9a inh	Pol eta inh	BLM helicase inh	JMJD2A Tudor inh
O=C(NCc1ccc2c(c1)OCO2)c1cc2n(n1)C(C(F)(F)F)CC(c1ccc3c(c1)OCO3)N2 (stereo not given)	20%	9%	5%	-15%	0%	0%[12.7 µM]	-19%	-7%	-22%
O=C(c1cc(C2CC2)nn1-c1ccccc1)N1CCN(c2ncc(C(F)(F)F)cc2Cl)CC1	13%	6%	-9%	.	-17%	?	-27%	.	-17%
Cc1ccc(NC(=O)COC(=O)Cn2c(C)csc2=O)cc1S(=O)(=O)N1CCOCC1	-1%	.	.	.	-23%	.	-10%	.	-10%
Cc1cc(OCC(=O)Nc2ccc(N3CCN(C(=O)c4ccco4)CC3)cc2)cc(C)c1Cl	?	?	-1%	?	-3%	-8%[59 µM]	79µM*	-13%	?
O=C(OCC(=O)N1CCN(C(=O)c2ccco2)CC1)c1cncc(Br)c1	4%	-1%	11%	.	-6%	?	-19%	.	0%
O=C(/C=C/c1cc([N+](=O)[O-])ccc1OC(F)F)NCc1ccc(Cl)cc1	5%	9%	-1%	?	-15%	10%	-11%	-1%	-9%

These rows are one share of the data (hit frequency here may not be typical).
